ROC1-CUL1 inh: inhibitors of human ROC1-CUL1 ubiquitin ligase activity | inhibition, % at 10 µM | E3 ubiquitin-protein ligase RBX1 (Homo sapiens) + Cullin-1 (Homo sapiens), P62877+Q13616 | in vitro K48 di-Ub FRET, acceptor:donor ratio, 45 min | 140,000 tested, 0.6% active | AID 1347404, 2020; in the data active means inhibition above about 25%
Target sequence (P62877 whole entry, looked up): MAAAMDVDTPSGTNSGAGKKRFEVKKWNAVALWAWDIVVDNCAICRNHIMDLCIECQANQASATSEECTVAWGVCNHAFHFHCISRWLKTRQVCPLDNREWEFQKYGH
Target sequence (Q13616 whole entry, looked up): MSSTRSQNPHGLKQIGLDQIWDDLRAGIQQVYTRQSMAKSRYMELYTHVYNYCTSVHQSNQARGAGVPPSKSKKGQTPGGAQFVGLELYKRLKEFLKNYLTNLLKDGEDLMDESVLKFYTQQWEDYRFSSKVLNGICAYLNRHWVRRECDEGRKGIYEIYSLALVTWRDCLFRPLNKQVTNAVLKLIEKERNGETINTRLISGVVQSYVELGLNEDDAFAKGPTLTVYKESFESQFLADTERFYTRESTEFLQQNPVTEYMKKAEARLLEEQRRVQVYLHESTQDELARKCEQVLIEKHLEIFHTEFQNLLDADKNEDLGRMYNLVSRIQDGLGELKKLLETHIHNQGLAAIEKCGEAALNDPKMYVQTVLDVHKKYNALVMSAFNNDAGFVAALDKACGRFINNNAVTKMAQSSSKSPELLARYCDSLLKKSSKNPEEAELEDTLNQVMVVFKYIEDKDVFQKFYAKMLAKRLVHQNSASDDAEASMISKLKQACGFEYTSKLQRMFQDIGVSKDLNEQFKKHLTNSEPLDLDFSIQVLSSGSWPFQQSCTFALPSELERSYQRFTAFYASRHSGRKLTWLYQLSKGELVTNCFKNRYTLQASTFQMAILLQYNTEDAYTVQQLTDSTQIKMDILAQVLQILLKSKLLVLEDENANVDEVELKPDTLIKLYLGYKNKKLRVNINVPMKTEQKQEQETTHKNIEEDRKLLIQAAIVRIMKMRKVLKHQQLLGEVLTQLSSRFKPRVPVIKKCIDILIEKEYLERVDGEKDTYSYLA
Active calls of the source: *. Some of the compounds tested; the hit share may differ from the screen's.

SMILES	ROC1-CUL1 inh
CCOC(=O)CC1=C(C(=O)OCC)C2(C(=O)Nc3ccccc32)C(C(=O)OCCOC)C(=N)O1 (configuration not stated)	-10.4
COc1cccc(NC(=O)c2cccn(Cc3ccccc3C)c2=O)c1	-9.4
CCn1c(CCN2CCN(c3ccccc3OC)CC2)n[nH]c1=S	-3.3
N#CC1C(=N)Oc2c(c(=O)oc3ccccc23)C1c1ccc(F)cc1Br (configuration not stated)	6.6
CCOc1ccc2nc(NC(=O)c3cccn(Cc4ccccc4Cl)c3=O)sc2c1	8.5
COc1ccccc1N=Nc1c(O)[nH]c(=S)[nH]c1=O	-6.3
Cc1ccc(CNC(=O)CCCn2c(=O)c3sccc3n(CC(=O)Nc3c(C)cccc3C)c2=O)cc1	3.5
CN1CCN(Cn2nnc3ccccc32)CC1	-0.8
COc1ccc2n(C)c(-c3cccc(OC(=O)N(C)C)c3)c[n+]2c1	-2.6
COC(=O)C1=C(C(=O)OC)C2(c3ccc(OC)cc3)C=CC1O2 (configuration not stated)	-3.9
O=c1c2ccccc2nc(/C=C/c2ccccc2O)n1-c1ccc(Br)cc1	-3.0
O=c1[nH]c(-c2ccccc2)nc(SC2CCCCC2Cl)c1C(F)(F)F (configuration not stated)	8.1
Cc1nc2ccccc2c(=O)n1-c1cc(C(F)(F)F)ccc1Cl	0.2
Clc1ccc2c(c1)C(c1ccccc1Cl)=NCc1nnc(CSC3CCCCC3)n1-2	7.0
CCCC1=C(C(=O)OCC)C2(C(=O)Nc3ccc(Br)cc32)C(C(=O)OCc2ccccc2)C(=N)O1 (configuration not stated)	-3.9
COc1c(C)cc(C(=O)C2CCCN(Cc3ncc[nH]3)C2)cc1C (configuration not stated)	4.5
CCC(=O)N1CC(=O)Nc2ccc(C)cc2C1c1ccc(F)cc1 (configuration not stated)	-6.9
CCN(CC)C(=O)c1ccc(NC(=O)CCn2nc(-c3ccc(C)cc3)c3ccccc3c2=O)cc1	8.8
CCC(CC)N1CCN(Cc2nc3ccccc3c(=O)n2-c2ccc(F)cc2)CC1	0.0
Cc1ccccc1NC(=O)CN1CC(c2ccccc2)CC1=O (configuration not stated)	8.4
NC(=O)C(F)(Br)C(F)(F)F (configuration not stated)	-1.1
Cc1cccc(CN2C(=O)CN=C(c3ccccc3)c3cc(Cl)ccc32)c1	-9.8
O=C(Cn1c(NCCCl)nc2ccccc21)c1ccc(Br)cc1	-4.6
CN1C2CCC1(C(=O)c1ccccc1)C(C(=O)O)C(O)C2 (configuration not stated)	4.8
O=C(CN1CCCC1=O)N1CCNCC1	2.1
CCOC(=O)c1c(C)n(C)c2ccc(OC(=O)NC)cc12	1.2
COC(=O)[C@H]1[C@H](C(=O)OC)[C@@]2(c3ccccc3)S[C@]1(c1ccccc1)c1nc3ccccc3n12	-5.0
CC(=O)N1CCCSC1=Nc1ccccc1Cl	-8.1
OC(c1ccc(F)cc1)(c1ccc(F)cc1)[C@@H]1CCCN1	-0.8
CN1C(=S)CN=C(c2ccccc2Cl)c2cc(Cl)ccc21	0.8
CC1CCC2[C@@H](C)C(=O)OC3O[C@]4(C)CCC1C32OO4 (some centres not stated)	4.8
CC1=NCC2CN=C(c3ccccc3F)c3cc(Cl)ccc3N12 (configuration not stated)	0.4
CC(=O)C1C2c3ccccc3OC1(C)N=c1s/c(=C/c3ccc(-c4ccccc4Cl)o3)c(=O)n12 (configuration not stated)	-1.8
COc1ccc(F)c(C2NCc3ccccc3-n3cccc32)c1 (configuration not stated)	-7.8
CCCCCc1nc2ccccc2c(=O)n1-c1ccc(C)cc1	3.6
O=C(O)C1C2CCC(O2)C1C(=O)N1CCN(C/C=C/c2ccccc2)CC1 (configuration not stated)	-6.9
CN1C(=O)CN=C(c2ccc(Cl)cc2)c2cc(Cl)ccc21	7.0
Cc1ccc(-c2nc(CN3C[C@@H]4C[C@@H](C3)c3cccc(=O)n3C4)c(C)o2)o1	-3.3
O=C1C(=O)c2ccccc2-c2ccccc21	98.0*
COCCOC(=O)C1=C(C)OC(=N)C(C#N)C12C(=O)Nc1ccc(Br)cc12 (configuration not stated)	-8.1
CCOC(=O)c1c(C)n(Cc2ccccc2)c2cc(Br)c(OC)cc12	-4.5
COc1ccc(C(CN)N2CCCC2)cc1OC (configuration not stated)	-5.1
CC1CN=C(Nc2ccc(OC(F)(F)Cl)cc2)S1 (configuration not stated)	-2.5
CSc1ccccc1C(=O)C1CCCN(Cc2cccnc2)C1 (configuration not stated)	-9.6
O=C(O)CNC1c2ccccc2CSc2ccccc21 (configuration not stated)	2.1
CCOC(=O)C1C2c3ccccc3C(c3ccccc32)C1C(=O)OCC (configuration not stated)	4.3
O=C(Nc1ccc(Cl)cc1C(=O)c1ccccc1)c1ccc(F)cc1	-12.2
CCCC1=C(C(=O)OCC)C2(C(=O)Nc3ccccc32)C(C(=O)OCCOC)C(=N)O1 (configuration not stated)	18.6
CSc1ccc(CN2CCN(Cc3ccc(Br)cc3)CC2)cc1	-7.4
O=C1c2ccccc2C1Br (configuration not stated)	-3.1
C[N+]12CCC(CC1)/C(=N\OC1c3ccccc3C=Cc3ccccc31)C2	-0.7
COc1ccc(N2C(=O)/C(=C/c3cccn3-c3cccc(C(=O)O)c3)C(=O)NC2=S)c(OC)c1	62.6*
CSCCN1CCN(c2nnc3n2-c2ccc(Cl)cc2C(c2ccccc2Cl)=NC3)CC1	2.6
CCCCn1c(C)c(C(=O)OCC)c2cc(OCc3ccccc3)ccc21	-6.6
Nc1n[nH]c2c1=C(c1ccccc1)N=P(c1ccccc1)(c1ccccc1)N=2	6.2
OC1CN2CCC1C(c1ccccc1)C2 (configuration not stated)	14.0
Cc1ccccc1-n1c(/C=C/c2cn(C)c3ccccc23)nc2ccccc2c1=O	5.0
CCN(CC)CCSc1nc2ccccc2c(=O)n1-c1ccc(Cl)cc1	1.4
O=C(NC(O)C(Cl)(Cl)Cl)c1ccccc1F (configuration not stated)	-11.6
COc1ccc(NC(=O)c2cccn(Cc3ccc(Cl)cc3)c2=O)c(OC)c1	0.9

Looked up above.
Reading for Cc1cccc(CN2C(=O)CN=C(c3ccccc3)c3cc(Cl)ccc32)c1 under ROC1-CUL1 inh: -9.8
Reading for CCC(=O)N1CC(=O)Nc2ccc(C)cc2C1c1ccc(F)cc1 (configuration not stated) under ROC1-CUL1 inh: -6.9

In the list so far, 3 contain a CF3 group:
SMILES	ROC1-CUL1 inh
O=c1[nH]c(-c2ccccc2)nc(SC2CCCCC2Cl)c1C(F)(F)F (configuration not stated)	8.1
Cc1nc2ccccc2c(=O)n1-c1cc(C(F)(F)F)ccc1Cl	0.2
NC(=O)C(F)(Br)C(F)(F)F (configuration not stated)	-1.1

Other records:
SMILES	ROC1-CUL1 inh
CC1=CC(=C2C(=O)NC(=O)NC2=O)C=C(C(F)(F)F)N1CCO	6.2
CN(C)C(=O)Oc1ccc(OCc2c[n+]3ccccc3n2C)cc1	-1.6
CCN1CCN(c2nc3ccccc3s2)CC1	3.7
c1ccc(CCN2CCN(c3ccc(C4CCCC4)cc3)CC2)cc1	3.7
Cc1ccc(OCC(=O)N2CCN(CCc3ccncc3)CC2)cc1C	4.8
CN1CC2CN(Cc3ccccc3)CC(C1)C2=O	-0.2
CCOc1ccc(OCC)c(C=C(C#N)C#N)c1	-4.6
N#CC1C(=N)Oc2c(c(=O)oc3ccccc23)C1c1ccc([N+](=O)[O-])o1 (configuration not stated)	-1.3
CN(C)C(=O)OCc1n(C)cc[n+]1C	1.7
CCC1(CC)C(=O)NC(=O)N(C(=O)c2ccccc2)C1=O	-1.3
NC(=O)OCCn1ccc2c1CCCC2	8.1
COc1cc2c(c(OC)c1OC)CC(N)CCC2 (configuration not stated)	2.7
COc1ccc(Cl)cc1N1Cc2ccccc2C1=N	-8.3
CC(C)(C)OC1CCC2(C)C(=CCC3C2CCC2(C)C(O)CCC32)C1 (configuration not stated)	6.4
O=C1CCC(=O)N1c1ccc(Cl)c(Cl)c1	-3.3

6 compounds already listed, arranged by length of the SMILES, falling:
SMILES	ROC1-CUL1 inh
N#CC1C(=N)Oc2c(c(=O)oc3ccccc23)C1c1ccc([N+](=O)[O-])o1 (configuration not stated)	-1.3
CN(C)C(=O)Oc1ccc(OCc2c[n+]3ccccc3n2C)cc1	-1.6
COc1ccc(Cl)cc1N1Cc2ccccc2C1=N	-8.3
COc1cc2c(c(OC)c1OC)CC(N)CCC2 (configuration not stated)	2.7
CCN1CCN(c2nc3ccccc3s2)CC1	3.7
NC(=O)OCCn1ccc2c1CCCC2	8.1

The list goes on:
SMILES	ROC1-CUL1 inh
O=C1NC(=S)NC(=O)C12C(c1ccccc1)NC(=S)NC2c1ccccc1 (configuration not stated)	35.0*
ON=C1C2CSCC1CN(Cc1ccccc1)C2	0.2
CCCN1CCN(C(=O)Cc2ccc(C)cc2)CC1	-1.8
CC1(C)CN(c2ccccc2)C(=O)C1OC(=O)C1(C)CC2c3ccccc3C1c1ccccc12 (configuration not stated)	16.4
CN1CC2CN(C)CC(C1)C(=O)N2	3.1
CSC1=NP(=S)(SC)N2CCCC2=C1C#N (configuration not stated)	3.5
CCCC1=C(C(=O)OCC)C2(C(=O)Nc3ccccc32)C(C(=O)OCc2ccccc2)C(=N)O1 (configuration not stated)	6.4
Cc1ccc(NC(=O)N2CCN(c3cccc(C(F)(F)F)c3)CC2)cc1	1.0
N#CC1C(=N)Oc2c(c(=O)oc3ccccc23)C1c1ccccc1OCc1ccc(Cl)cc1 (configuration not stated)	-5.0
CC(=O)N1N=C2C3CCN(CC3)C2C1c1ccc([N+](=O)[O-])cc1 (configuration not stated)	3.2
Cc1cc(/C=C2\C(=O)NC(=O)N(Cc3ccccc3)C2=O)c(C)n1-c1ccc(Cl)c(C(=O)O)c1	35.8*

2 of these compounds in a different format:
Compound,ROC1-CUL1 inh
NC(=O)C(F)(Br)C(F)(F)F (configuration not stated),-1.1
CCOC(=O)c1c(C)n(C)c2ccc(OC(=O)NC)cc12,1.2

High-throughput results as filed in PubChem.
